STK33 kinase inh: inhibitors of human STK33 kinase | purified STK33, MBP phosphorylation, ADP-Glo luminescence | inhibition, % at 10 µM | 320,000 compounds, 0.073% hits | AID 2661;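 active = inhibition at or above 25%, using the most active replicate where run in duplicate; inactive = inhibition below 25%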
Target sequence (Q9BYT3 whole entry, looked up): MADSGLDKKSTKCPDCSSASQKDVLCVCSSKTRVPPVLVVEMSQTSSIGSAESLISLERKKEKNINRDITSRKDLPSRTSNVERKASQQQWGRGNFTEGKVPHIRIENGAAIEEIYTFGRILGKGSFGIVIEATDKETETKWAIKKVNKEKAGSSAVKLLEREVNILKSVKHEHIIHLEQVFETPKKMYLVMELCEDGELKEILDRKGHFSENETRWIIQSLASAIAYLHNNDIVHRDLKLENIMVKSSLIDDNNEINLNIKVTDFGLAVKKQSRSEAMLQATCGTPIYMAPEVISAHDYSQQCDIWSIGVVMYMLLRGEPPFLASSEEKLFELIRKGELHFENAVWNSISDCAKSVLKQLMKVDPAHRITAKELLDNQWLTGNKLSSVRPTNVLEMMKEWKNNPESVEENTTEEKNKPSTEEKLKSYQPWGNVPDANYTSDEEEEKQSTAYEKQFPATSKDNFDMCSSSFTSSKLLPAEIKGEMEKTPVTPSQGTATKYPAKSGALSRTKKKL
OX1R FRET antag: OX1R (human) antagonism; OX1R-expressing cells, FRET antagonist read-out; inhibition, % at 6.6 µM; 330,000 compounds, 1.8% hits; AID 485270; in the data active = inhibition mostly above about 38%, no sharp cut-off; inactive = mostly below about 40%;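 also: 0% = agonist challenge alone and 100% = reference antagonist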
Target sequence (O43613 whole entry, looked up): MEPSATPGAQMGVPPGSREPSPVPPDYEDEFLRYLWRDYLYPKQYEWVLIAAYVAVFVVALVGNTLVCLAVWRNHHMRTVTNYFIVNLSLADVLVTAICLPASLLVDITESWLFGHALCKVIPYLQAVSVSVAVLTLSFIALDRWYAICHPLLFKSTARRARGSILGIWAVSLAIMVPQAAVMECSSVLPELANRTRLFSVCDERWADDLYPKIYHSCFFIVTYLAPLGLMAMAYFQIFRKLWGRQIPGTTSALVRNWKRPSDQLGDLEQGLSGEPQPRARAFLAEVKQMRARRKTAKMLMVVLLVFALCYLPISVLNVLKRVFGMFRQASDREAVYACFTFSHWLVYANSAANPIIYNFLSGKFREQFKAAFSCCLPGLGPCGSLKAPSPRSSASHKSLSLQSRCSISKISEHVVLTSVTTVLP
The depositor's hits bear a star; . = no result given; & = joins results of further samples.

A first look, 3 compounds:
canonical_smiles	STK33 kinase inh	OX1R FRET antag
COc1ccc(S(=O)(=O)NN(C)C)cc1N(C)S(=O)(=O)c1ccc(Cl)cc1	1.3	3.2
C=C(C)Cn1c(CCNC(=O)CCC)nc2ccccc21	-2.6	6.4
O=C(c1ccc2[nH]c(=O)c(=O)[nH]c2c1)N1CCc2ccccc21	0.7	12.4

Main list, from the start:
canonical_smiles	STK33 kinase inh	OX1R FRET antag
COc1ccc(S(=O)(=O)NN(C)C)cc1N(C)S(=O)(=O)c1ccc(Cl)cc1	1.3	3.2
C=C(C)Cn1c(CCNC(=O)CCC)nc2ccccc21	-2.6	6.4
O=C(c1ccc2[nH]c(=O)c(=O)[nH]c2c1)N1CCc2ccccc21	0.7	12.4
Cc1ccc(OCC(=O)NNC(=O)CCC(=O)NCc2ccccc2)cc1	-0.7	8.2
C#CCNC(=O)C1=C[C@H](c2coc3ccccc3c2=O)C[C@H](OCCCCO)O1	-0.1	16.2
CCC(=O)Nc1c(-c2ccc(C)cc2)c(=O)c2ccccc2n1C	-1.1	.
O=[N+]([O-])c1cccc(CNCc2ccccc2)c1	-0.4	26.8
Cc1ccc(C(=O)Nc2ccc(S(=O)(=O)NC3=NCCCCC3)cc2)c(C)c1	.	6.9
CC(C)c1nnc(NC(=O)CCC2CCCCC2)s1	-1.1	-4.0
COc1ccccc1C(=O)NNC(=O)c1ccc(Br)cc1	0.9	2.6
CCOC(=O)c1c(C)[nH]c(C(=O)NNC(=O)c2ccccc2)c1C	-1.0	5.1
CCn1c(=O)c2cc(C(=O)NCCOC)sc2c2ccccc21	2.6	7.2
O=C1/C(=C/c2ccccc2)N=C(N2CCOCC2)N1c1cccc(Cl)c1	-3.6	10.2
CC(C)CN(C(=O)Cn1nnc(-c2ccc(F)cc2)n1)C1CCS(=O)(=O)C1 (stereo unspecified)	-0.1	6.3
COc1ccc(NC(=O)C2CC(=O)N(Cc3ccco3)C2)cc1Cl (stereo unspecified)	-0.8	-1.2
COC(=O)C1=C(CSc2nccn2C)NC(=O)NC1c1cc(C)ccc1C (stereo unspecified)	-2.1	-0.8
C=CCOc1ccc(/C=N\NC(N)=S)cc1	4.1	13.1
CC(C)(C)OC(=O)C[C@H]1C/C=C\C[C@H](CC(=O)N[C@H](CO)Cc2ccccc2)C(=O)N2CCC[C@H]2COC1=O	-0.9	1.2
CC/C(=C(\c1ccccc1)c1ccc(OCCN(C)C)cc1)c1ccccc1	0.7&0.5	11.2&1.9
Cn1cnc([N+](=O)[O-])c1Sc1ccc(C(C)(C)C)cc1	-0.3	-1.7
N#Cc1ccsc1NC(=O)C1=COCCO1	-0.3	4.6
COc1ccc(NC(=O)C2CCCN2S(=O)(=O)c2ccc(C)cc2)cc1 (stereo unspecified)	-1.2	27.4
COC(=O)c1cnn(-c2ccc(Cl)cc2)c1/C=N/NC(N)=S	-1.4	2.5
NC(=O)C1CCN(C(=O)CC(c2ccccc2)c2ccccc2)CC1	-0.7	4.0
COc1cccc(-c2nnc3n2N=C(C(C)(C)C)CS3)c1	3.9	2.5
Cc1cc(N2CCN(C)CC2)nc2ccc(NC(=S)N3CCOCC3)cc12	-1.6	23.0
Cc1ccc(OCCNC(=O)Cc2ccc(F)cc2)cc1	-1.5	16.0
O=C1CCc2cc(NS(=O)(=O)c3ccccc3)cc3c2N1CCC3	-0.6	1.6
Cc1nc2sc(C(c3ccccc3)N3CCN(C(=O)c4ccco4)CC3)c(O)n2n1 (stereo unspecified)	-0.8	10.2
COc1ccc(Cc2nc3ccc(C(=O)NCCc4ccccn4)cc3o2)cc1OC	4.0	17.9
O=C(CN1CCN(S(=O)(=O)c2ccc(F)cc2)CC1)c1ccc(O)c(O)c1	.	19.6
CCN(CC)C(=O)CC(c1ccccc1)c1ccco1 (stereo unspecified)	1.6	3.6
Cn1cc(C(=O)N/N=C/c2ccc(Br)c([N+](=O)[O-])c2)c2ccccc21	-0.7	7.7
COc1ccc(NS(=O)(=O)c2ccc(NC(=O)c3ccccn3)cc2)cc1	1.1	13.7
O=C(Nn1c(=O)[nH]c2ccsc2c1=O)c1ccccc1	-1.6	12.1
CS(=O)(=O)c1ccc(-c2cn3cc(C(=O)O)ccc3n2)cc1	8.1	6.2
Cc1cc(NC(=O)CN2CCCCCCC2)no1	-3.3	12.2
Cc1ccccc1-c1nnc(-c2ccccc2)o1	1.9	12.8
CS(=O)(=O)N(CC(=O)N1CCCCC1)c1ccc2c(c1)OCO2	-1.8	13.5
O=C(/C=C/c1cccs1)c1cc(Cl)ccc1O	-1.5	4.7
CC1C/C(=N/Nc2nc3ccccc3[nH]2)CC(C)(C)C1 (stereo unspecified)	0.5	12.6
CC(CCc1ccccc1)NC(=O)CN1CCN(Cc2ccc(Cl)cc2)C1=O (stereo unspecified)	0.2	16.7
Cn1c(=O)c2c(SCCN3CCOCC3)nc(C3CCCC3)nc2n(C)c1=O	-3.8	21.4
CCOP(=O)(c1ccccc1)C(O)c1ccc(F)cc1 (stereo unspecified)	-1.7	13.7
O=C(CSc1nc2[nH]ncc2c(=O)[nH]1)Nc1ccccc1	-1.8	5.1
Nc1cccc2c(O)cccc12	0.0	12.3
COc1ccccc1OCCn1c(=O)n(C)c2ccccc21	0.2	5.4
CN(C)C(CNC(=O)c1ccc2nccnc2c1)c1ccco1 (stereo unspecified)	0.2	22.8
CCCc1ccc(OCc2ccc(C(=O)N3CCN(c4ccccn4)CC3)o2)c(OC)c1	-0.2	18.1
COc1cc(-c2noc(C)c2C#Cc2ccc(N)cc2)cc(OC)c1OC	-0.3	26.8
CCn1cc(C(=O)N2CCN(Cc3ccc4c(c3)OCO4)CC2)c(=O)c2ccc(C)nc21	-1.5	6.4
COCCCN(C(=O)c1cc(-c2ccco2)nc2ccccc12)c1c(N)n(Cc2ccccc2)c(=O)[nH]c1=O	-0.6	29.4
Cn1ccnc1SCC(=O)N1CCN(S(=O)(=O)c2ccccc2)CC1	-1.1	2.2
CCOc1ccccc1Oc1coc2cc(O)ccc2c1=O	-0.4	11.6
CC1CCN(C(=O)CNC(=O)CNS(=O)(=O)c2ccccc2)CC1	-1.9	7.9
Cc1cccc(C(=O)NC2CC3CCCC(C2)N3C(=O)NC2CCCCC2)c1 (stereo unspecified)	-3.3	13.8
Cc1ccc(-c2nnn(C/C(N)=N/O)n2)cc1	-0.8	14.5
COc1ccc(-c2c(-c3cc(OC)cc(OC)c3)n(C)c3ccc(-c4ccn[nH]4)cc23)cc1	0.1	26.9
Cn1c(CO)cnc1SCc1ccccc1	-0.6	10.1
CCNC(=O)n1cc(-n2cncn2)c(-c2ccccc2)n1	-0.1	33.5

Single records (already shown). Values in the order: STK33 kinase inh, OX1R FRET antag
Entry for Cc1ccc(-c2nnn(C/C(N)=N/O)n2)cc1 → -0.8, 14.5
Entry for COc1ccc(NC(=O)C2CC(=O)N(Cc3ccco3)C2)cc1Cl (stereo unspecified) → -0.8, -1.2

(next part)
canonical_smiles	STK33 kinase inh	OX1R FRET antag
C[C@H](CO)N1C[C@H](C)[C@@H](CN(C)Cc2ccccc2)Oc2c(NC(=O)C3CCCCC3)cccc2C1=O	-0.1	16.7
Cc1cc(C(=O)Nc2cccc(C)c2C)c2ccccc2n1	-2.6	12.4
O=C(NCC1CCCO1)c1cc2c(s1)CCC2 (stereo unspecified)	0.2	7.2
O=C1CCC(C(=O)OCc2nnc(-c3ccc(Cl)cc3)o2)=NN1	-0.7	5.1
CCOC(=O)c1cc(-c2csc(-c3ccc(C(F)(F)F)cc3)n2)on1	-1.3	3.5
COc1ccc(-n2nc(C)cc2Nc2ccccc2C(=O)O)cc1	0.1	15.2
COc1ccc(N(CC(=O)N2CC=C(c3ccccc3)CC2)S(=O)(=O)c2c(C)noc2C)cc1	-1.3	26.5
CNS(=O)(=O)c1cc(Br)ccc1S(=O)c1ccccc1C(=O)O (stereo unspecified)	0.7	3.1
C/C(Nc1ccc(C)cc1)=C(/C#N)C(N)=O	-0.8	11.3
Nc1nc(N)c2[nH]c(-c3ccccc3)nc2n1	-3.1	.
CC1=CC2=NC(=O)/C(=C\c3cccn3CCOc3ccc(C)c(C)c3)C(=N)N2O1	-1.7	6.9
CCCS(=O)(=O)N1CCC(C(=O)NCCN2CCC(Cc3ccccc3)CC2)CC1	0.5	14.1
CCOc1cc(C(=O)Nc2ncn[nH]2)cc(OCC)c1OCC	-1.2	26.3
CCSc1cc(N2CCCC2)nc(-c2cccc(C)c2)n1	-0.8	35.7
O=C1C2C3CCCC3=C3CCCC3C2C(=O)N1c1ccc(F)cc1 (stereo unspecified)	-0.2	14.2
C=CCn1c(C)nnc1SCC(=O)Nc1oc(C)c2c(C)n[nH]c(=O)c12	1.6	34.4
COCCn1c(SCC(=O)c2c(-c3ccccc3)n(C)c3ccccc23)nnc1-c1ccncc1	-1.1	21.2
Cc1[nH]n(C(N)=S)c(=O)c1N=Nc1cccc(C(F)(F)F)c1	0.0	9.8
CSCC(=O)N1CCCC(N2CCN(c3ccc(F)cc3)CC2)C1 (stereo unspecified)	-5.8	6.4
CCN1CCN(c2nc3ccccc3nc2NS(=O)(=O)c2ccc(NC(C)=O)cc2)CC1	1.3	13.0
COc1ccc2c(c1OC)C(=O)N1N=C(c3ccc(Br)cc3)CC21 (stereo unspecified)	-0.7	26.3
OC(CNC1Cc2ccccc2C1)COc1ccc(F)cc1 (stereo unspecified)	-0.6	1.2
CCC1=NC(c2ccc(OC)cc2OC)N(O)C1(C)C (stereo unspecified)	-0.2	4.5
CCN(CC)C(=O)CSc1nc2nc(C)cc(C)c2c(=O)[nH]1	-0.5	17.6
CC(C)Cn1c(N2CCN(C(=O)/C=C/c3ccccc3)CC2)nc2ccccc21	-0.6	5.0
COc1cccc2cc(C(=O)NCCN3CCOCC3)c(=O)oc12	-1.1	39.0*
COc1ccc(CNCc2cccc(C)c2)cc1	0.0	6.2
Cc1nn(CCO)c2ncc(C(=O)c3cc(Cl)ccc3O)cc12	-0.3	1.7
O=C(c1cccs1)N1CCN(C2CCCCC2)CC1	-1.8	8.8
O=C(NC1CCCC1)C(c1ccccn1)N(C(=O)c1csnn1)C1CCCCC1 (stereo unspecified)	-1.1	15.4
O=C(O)CCCN=Cc1c(O)c2ccccc2oc1=O	0.5	14.3
COc1ccc(Cn2ccnc2SCC(=O)Nc2ccccc2OC)cc1	-0.5	28.0
Cc1cccc(NC(=O)c2cc3c(=O)n4ccccc4nc3n(CC(C)C)c2=N)c1	-0.3	15.0
Cc1cc(Cl)ccc1OCC(=O)NC1CCCC1	-0.1	7.1
COc1cc2c(cc1OC)CN(C(=O)Cn1ccccc1=O)CC2	-0.7	7.7
CN(C)CCCN(C(=O)c1cc(-c2cccs2)nc2ccccc12)c1nc2c(F)cccc2s1	-1.1	10.2
COc1ccc(CNc2ccc(S(N)(=O)=O)cc2)cc1	-1.1	15.2
COc1ccccc1OCC(O)Cn1c(Br)nc2c1c(=O)[nH]c(=O)n2C (stereo unspecified)	-0.4	18.5
Cc1c(C#N)c2ncn(Cc3ccccc3)c(=O)c2n1-c1ccccc1	0.8	8.7
O=C1c2ccccc2CN1CCNS(=O)(=O)c1ccc(Cl)cc1	-0.5	8.9
Cc1cc(C)cc(NC(=O)Cn2nnc(C(=O)NCc3ccc(F)cc3)c2N)c1	-0.8	7.1
Cc1ccc(Cn2nnnc2CN2CCC(O)(c3ccc(F)cc3)CC2)cc1	-0.5	6.4
Cc1ccccc1NC(=O)c1ccc(F)c(S(=O)(=O)N2CCCCC2)c1	-0.5	5.2
COc1ccc(-n2cc(CNC(C)c3ccncn3)c(-c3cccc(F)c3)n2)cc1 (stereo unspecified)	-1.2	18.8
Cc1nc(NC(=O)c2ccco2)sc1-c1csc(Nc2ccc(Cl)cc2)n1	-0.2	24.9
CC(=O)N1CCN(CC(O)Cn2c3ccccc3c3ccccc32)CC1 (stereo unspecified)	-0.2	17.4
COc1ccc(C(O)(CCC(C)C)C(CN2CCOCC2)c2ccccc2)cc1 (stereo unspecified)	1.3	.
COc1ccc(NC(=O)c2cccc(S(=O)(=O)N(C)c3ccccc3)c2)cn1	-2.2	22.3
COc1ccccc1N1CCN(C(=O)C2CCN(S(=O)(=O)c3ccccc3)CC2)CC1	0.6	2.3
CCOC(=O)c1c(N/N=C/c2cccnc2)n[nH]c1C	3.0	16.7
CCc1ccc2oc(=O)cc(CN3CCN(c4ccc(F)cc4)CC3)c2c1	0.2	13.9
COc1ccc(NC(=O)c2c(C)noc2-c2snnc2C)cc1	-0.8	2.1
O=C(Nc1cccc2ncccc12)c1cc2ccccc2o1	2.4	13.2
Clc1ccccc1Cc1noc(CN2CCCCC2c2ccccn2)n1 (stereo unspecified)	0.8	30.0

3 entries drawn at random from the list so far:
canonical_smiles	STK33 kinase inh	OX1R FRET antag
Clc1ccccc1Cc1noc(CN2CCCCC2c2ccccn2)n1 (stereo unspecified)	0.8	30.0
COc1ccccc1N1CCN(C(=O)C2CCN(S(=O)(=O)c3ccccc3)CC2)CC1	0.6	2.3
CCOC(=O)c1c(N/N=C/c2cccnc2)n[nH]c1C	3.0	16.7

High-throughput results (PubChem)
